KCNH2 WT inh: inhibitors of human wildtype KCNH2 potassium channel; Q12809; U2OS, BacMam KCNH2, thallium flux FluxOr; hits give low values; activity change, % at 1.84 µM; 0.37% of 340,000 active;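 active means maximum activity change below -70%; inconclusive means maximum activity change between -70% and -50%; inactive means maximum activity change above -50%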; further: on the % scale 0 is the no-effect control and ±100 the full control effect
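U2OS cells were transduced with wild-type KCNH2 virus (2.03 x 10^8 / mL) for 4 h at room temperature, then cultured overnight at 37 C. Thallium flux was read with FluxOr dye. Rate constants were normalized to DMSO controls.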
CXXC DNA block: blocks binding of human MLL CXXC domain to DNA. Q03164. MLL-CXXC / FITC-HOXA9 DNA fluorescence polarization. Potency, µM (titrated, usually from 115 µM), for inactives: top-dose activity change, negative = inhibition, most hits filed as inhibitors. 0.037% of 290,000 active. AID 2662; active means well fitted inhibition curve with a large enough effect in the polarisation, with a control signal flat, not every such curve was filed as active; inconclusive means small, poorly fitted or top-dose-only effect, or effect the other way, or a change in a side signal; inactive means no such curve, though single readings can be large or run the other way; the % refers to the polarisation; further: potency means the concentration at half of the fitted maximal effect
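Fluorescence polarization: 7 uM MLL-CXXC (stock) preincubated 5 min with compounds, then 50 nM fluorescein-HOX-A9 DNA (stock) added; 30 min ambient. Buffer 50 mM Tris-HCl pH 7.5, 50 mM NaCl, 1 mM DTT, 0.05% BSA.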
GALK inh: inhibitors of human galactokinase; Purified GALK, Kinase-Glo residual ATP luminescence; P51570; 0.007% of 270,000 active; AID 1868; Potency, µM (top dose mostly 57.5 µM), without a hit: at the highest dose activity change, negative = inhibition, usual class: inhibitors; further: potency means the concentration at half of the fitted maximal effect; on the % scale 0 is the no-effect control and ±100 the full control effect
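ATP-depletion format; final 35 uM ATP, 100 uM D-galactose, 5 nM enzyme; pH 8.0 HEPES/Mg2+ buffer; 60 min RT; luminescence read 10 min after detection reagent.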
a7 integrin act: activators of alpha7 integrin expression for muscular dystrophy; alpha7betagal myoblasts, beta-gal FDG fluorescence, 48 h; AID 624291; 0.064% of 350,000 active; Potency, µM (doses to about 38.3 µM), inactives show top-dose activation, hits mostly activators;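 further: potency means the concentration at half of the fitted maximal effect; 100% = response of the positive control SU9516; nearly all actives have a fitted effect of over 60% in size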
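Alpha7betagal+/- myoblasts (passage 13) were plated 16-24 hr, then exposed to compounds (1:260 dilution of DMSO stock) for 48 hours at 37C. After MPER lysis, β-galactosidase reporter activity was read as FDG fluorescence (ex 480/em 540) after 30 minutes.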
KCNH2 3.1 block: blocks the human KCNH2 3.1 channel isoform; activity change, % (tested at about 1.8 µM); 0.95% of 340,000 active; AID 720553; U2OS KCNH2 3.1, thallium flux FluxOr; hits give low values;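 active means maximum activity change below -70%; inconclusive means maximum activity change from -70% to -50%; inactive means maximum activity change above -50%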;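 further: thallium influx rate constant from kinetic fluorescence after stimulation buffer; on the % scale 0 is the no-effect control and ±100 the full control effect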
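We transduce U2OS cells with the mutant 3.1 virus, culture them overnight, load FluxOr with Red40 quencher for 45 min, then add stimulation buffer and read kinetically for 2 min to derive a normalized rate constant.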
A-T KAP1 phos: potential ataxia-telangiectasia treatments restoring KAP-1 phosphorylation | […] A-T fibroblasts, KAP-1 phosphorylation AlphaLISA; neocarzinostatin DNA damage 30 min before lysis | Potency, µM (highest dose often 57.5 µM), for the others: at the top dose activation, actives largely listed as activators | 0.19% of 320,000 active; further: potency means the concentration at half of the fitted maximal effect; % of control where 0% means no effect; nearly all actives have a fitted effect of over 45% in size
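hTERT-immortalized A-T patient fibroblasts ([…]), 500 cells/well in OPTI-MEM, 1% FBS, got compounds for 60 min, then NCS for 30 min at 37C. Lysates were then assayed for phospho-KAP-1 by AlphaLISA (anti-pKAP1 donor, anti-KAP1 acceptor beads), 6 hr at 25C.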
ASM inhibitor: inhibitors of human secretory acid sphingomyelinase. P17405. placental ASM, HMU-PC fluorogenic substrate, 60 min. Potency, µM (titrated, usually from 57.5 µM), for inactives: at the top dose activity change, negative = inhibition, hits mostly inhibitors. 0.006% of 340,000 active; further: potency means the concentration at half of the fitted maximal effect
Target sequence (P17405 47-631 limits assumed): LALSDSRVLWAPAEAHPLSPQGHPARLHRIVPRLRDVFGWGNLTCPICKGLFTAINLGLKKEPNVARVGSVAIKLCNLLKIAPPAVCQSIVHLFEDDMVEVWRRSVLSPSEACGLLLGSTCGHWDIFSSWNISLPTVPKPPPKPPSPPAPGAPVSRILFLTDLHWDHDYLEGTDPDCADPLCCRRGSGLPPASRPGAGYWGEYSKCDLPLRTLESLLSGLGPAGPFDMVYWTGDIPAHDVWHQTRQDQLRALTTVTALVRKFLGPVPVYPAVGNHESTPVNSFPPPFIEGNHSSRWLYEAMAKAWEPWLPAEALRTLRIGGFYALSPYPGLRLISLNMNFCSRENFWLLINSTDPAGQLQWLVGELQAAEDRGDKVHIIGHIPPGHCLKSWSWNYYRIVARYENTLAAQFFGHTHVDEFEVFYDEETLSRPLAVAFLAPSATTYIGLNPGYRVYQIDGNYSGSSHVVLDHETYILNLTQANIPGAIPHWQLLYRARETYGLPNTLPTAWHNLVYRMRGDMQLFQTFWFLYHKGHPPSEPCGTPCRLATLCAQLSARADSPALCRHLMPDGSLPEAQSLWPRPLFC
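Human placenta-derived ASM preincubated with compound 10 min at room temperature, then reacted with 9 uM (final) fluorogenic HMU-PC substrate for 60 min at 37 C. Stop solution raises pH to 10; fluorescence read at Ex 386/Em 447 nm.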
TRPV1 ag: human TRPV1 agonism. Q8NER1. TRPV1-expressing cells, Fluo-8 calcium influx, agonist mode. activation, % at 8.33 µM. 0.19% of 320,000 active. AID 540275; in the data active means activation above about 80%; inconclusive means between about 30% and that limit; further: 0% is about no effect
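Cells expressing TRPV1 were dye-loaded with Fluo-8 and read kinetically: 10 s baseline, 3 min after compound (agonist portion), then 2 min after EC20 capsaicin (allosteric enhancer portion). Calcium-bound dye fluorescence at 480/520 nm.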
MBNL1 CUG block: inhibitors of human MBNL1 binding to CUG repeat RNA; Potency, µM (series often up to 57.5 µM), inactives show at the top dose activity change, negative = inhibition, actives largely listed as inhibitors; Q9NR56; 0.036% of 280,000 active; TR-FRET MBNL1-His/biotin-(CUG)12 binding, 665/545 ratio; active means well fitted inhibition curve with a large enough effect in the signal ratio, with a control signal flat, not every such curve was filed as active; inconclusive means small, poorly fitted or top-dose-only effect, or effect the other way, or a change in a side signal; inactive means no such curve, though single readings can be large or run the other way; the % refers to the signal ratio; further: potency means the concentration at half of the fitted maximal effect; on the % scale 0 is the no-effect control and ±100 the full control effect
Target sequence (Q9NR56 whole entry, looked up): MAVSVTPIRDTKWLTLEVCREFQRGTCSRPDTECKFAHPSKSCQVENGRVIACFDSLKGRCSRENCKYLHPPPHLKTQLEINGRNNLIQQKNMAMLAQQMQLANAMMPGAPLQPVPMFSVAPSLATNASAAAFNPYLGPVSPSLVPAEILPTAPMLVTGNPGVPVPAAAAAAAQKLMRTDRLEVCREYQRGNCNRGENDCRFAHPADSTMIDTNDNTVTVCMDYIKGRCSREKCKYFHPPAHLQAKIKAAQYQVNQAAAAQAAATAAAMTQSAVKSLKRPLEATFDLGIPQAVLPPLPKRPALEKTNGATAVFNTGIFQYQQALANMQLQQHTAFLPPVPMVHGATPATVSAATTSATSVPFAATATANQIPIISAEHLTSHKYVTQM
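Compounds (final 92 nM to 58 uM) are added to His-tagged MBNL1 and biotin-(CUG)12, then terbium anti-His antibody and streptavidin-XL665 (5 nM final). After 60 min at room temperature, the 665/545 nm ratio is read.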
Coupling enz: inhibits coupling enzyme system, counter-screen for aldolase hits | coupling enzyme system counterscreen, AmpLite Red fluorescence | activity change, negative = inhibition, % at 58.2 µM, hits read low | 0.67% of 290,000 active | AID 2472; in the data active means activity change below about -30%; further: on the % scale 0 is the no-effect control and ±100 the full control effect
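Coupling enzymes only (glyceraldehyde-3-phosphate) + compound, at 57.5 uM final, 10 min RT; add substrate/coupling/AmpLite Red mix, 20 min RT; fluorescence ex 525/em 598 nm. Actives flag coupling-system interference.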
An asterisk follows results filed as active; [ ] = remark or other dose. Unless noted, the call rests on the fitted dose curve; in most records, active means well fitted curve in the direction sought with a large enough effect; inconclusive means small, poorly fitted or top-dose-only effect, or another doubt; inactive means no such curve, though single readings can be large; an effect the other way counts as inactive or inconclusive.

What do the screens show for `Cc1ccc(-n2c(O)c(/C=N/c3ncn[nH]3)c3ccccc3c2=O)cc1`?
KCNH2 WT inh: -5; CXXC DNA block: 21%; GALK inh: 0%; a7 integrin act: 16%; KCNH2 3.1 block: -8; A-T KAP1 phos: 5%; ASM inhibitor: 9%; TRPV1 ag: inconclusive; Coupling enz: 1

How did O=C(Nc1ccc(F)cc1)c1ccccc1NC(=O)C1CCCCC1C(=O)O (configuration not stated) do in these assays?
KCNH2 WT inh: -10; a7 integrin act: -5%; KCNH2 3.1 block: 4; ASM inhibitor: -4%

How did O=C(NCCc1c[nH]c2ccccc12)C1CCCN(S(=O)(=O)c2ccccc2)C1 (configuration not stated) do in these assays?
KCNH2 WT inh: 7; CXXC DNA block: 8%; GALK inh: 1%; a7 integrin act: -20%; KCNH2 3.1 block: -5; A-T KAP1 phos: -3%; ASM inhibitor: 0%; TRPV1 ag: 0; MBNL1 CUG block: -2%; Coupling enz: -2

How did O=C(Nc1nnc(-c2ccncc2)o1)c1cccc(N2C(=O)CCC2=O)c1 do in these assays?
KCNH2 WT inh: 10; CXXC DNA block: -18%; GALK inh: 1%; a7 integrin act: -1%; KCNH2 3.1 block: 23; A-T KAP1 phos: 3%; ASM inhibitor: -1%; TRPV1 ag: 0; MBNL1 CUG block: -4%; Coupling enz: 0

How did O=C(CSc1nnc(-c2ccco2)c(-c2ccco2)n1)Nc1ccccc1 do in these assays?
KCNH2 WT inh: 0; CXXC DNA block: inconclusive; GALK inh: 3%; a7 integrin act: -24%; KCNH2 3.1 block: -1; A-T KAP1 phos: -2%; ASM inhibitor: -14%; TRPV1 ag: -2; MBNL1 CUG block: inconclusive; Coupling enz: -30*

Results for Cn1c(=O)oc2cc(S(=O)(=O)NCCC(=O)NCCc3ccccc3)ccc21 ?
KCNH2 WT inh: 32; CXXC DNA block: 0%; GALK inh: 0%; a7 integrin act: 8%[7.66 µM]; A-T KAP1 phos: -5%; ASM inhibitor: -6%; TRPV1 ag: -2; MBNL1 CUG block: -17%; Coupling enz: 4

Results for COc1ccc(Cl)cc1-n1c(=S)sc2c(=O)[nH]c(SCC(=O)NCCC(C)C)nc21 ?
KCNH2 WT inh: 12; CXXC DNA block: 4%; GALK inh: -11%; a7 integrin act: -22%; KCNH2 3.1 block: -10; A-T KAP1 phos: 2%; ASM inhibitor: -4%; TRPV1 ag: -2; MBNL1 CUG block: -3%; Coupling enz: 9

How did CCC(C)NC(=O)CN(c1ccc(OC)cc1)S(=O)(=O)c1ccc(NC(C)=O)cc1 (configuration not stated) do in these assays?
KCNH2 WT inh: -17; CXXC DNA block: -8%; GALK inh: 6%; a7 integrin act: -8%; KCNH2 3.1 block: 6; A-T KAP1 phos: -6%; ASM inhibitor: 0%; TRPV1 ag: 8; MBNL1 CUG block: 5%; Coupling enz: 0

Results for O=C(Nc1nc(=O)c2ccccc2s1)c1ccc(Cl)cc1 ?
KCNH2 WT inh: -25; CXXC DNA block: 63%[activator]; GALK inh: 0%; a7 integrin act: -40%; KCNH2 3.1 block: 14; A-T KAP1 phos: -9%; ASM inhibitor: 2%; TRPV1 ag: 10; MBNL1 CUG block: 6%; Coupling enz: 2

What do the screens show for `Cc1ccc(-n2ncc3c(Nc4cccc(C(=O)O)c4)ncnc32)cc1`?
KCNH2 WT inh: -1; CXXC DNA block: -5%; GALK inh: 0%; a7 integrin act: -12%; KCNH2 3.1 block: 15; A-T KAP1 phos: 3%; ASM inhibitor: -3%; TRPV1 ag: 2; MBNL1 CUG block: -10%; Coupling enz: 10

Results for CCc1ccc(NC(=O)C2CC(=O)N=C(N)S2)cc1 (configuration not stated) ?
KCNH2 WT inh: 0; CXXC DNA block: 3%; GALK inh: 0%; a7 integrin act: 0%; KCNH2 3.1 block: -9; A-T KAP1 phos: 7%; ASM inhibitor: 2%; TRPV1 ag: 5; MBNL1 CUG block: 5%; Coupling enz: 2

How did N/C(=N\OC(=O)c1ccccc1Cl)c1ccccn1 do in these assays?
KCNH2 WT inh: 0; CXXC DNA block: -4%; GALK inh: 23%; a7 integrin act: 8%; KCNH2 3.1 block: 17; A-T KAP1 phos: 7%; ASM inhibitor: 1%; MBNL1 CUG block: -1%; Coupling enz: 0

A portion taken from the entries so far:
What do the screens show for `Cc1ccc(-n2c(O)c(/C=N/c3ncn[nH]3)c3ccccc3c2=O)cc1`?
KCNH2 WT inh: -5; CXXC DNA block: 21%; GALK inh: 0%; a7 integrin act: 16%; KCNH2 3.1 block: -8; A-T KAP1 phos: 5%; ASM inhibitor: 9%; TRPV1 ag: inconclusive; Coupling enz: 1

How did O=C(Nc1ccc(F)cc1)c1ccccc1NC(=O)C1CCCCC1C(=O)O (configuration not stated) do in these assays?
KCNH2 WT inh: -10; a7 integrin act: -5%; KCNH2 3.1 block: 4; ASM inhibitor: -4%

New compounds follow
Results for COC(=O)C1CC(O)C(O)C(O)C1 (configuration not stated) ?
KCNH2 WT inh: -2; a7 integrin act: 8%; KCNH2 3.1 block: 10; ASM inhibitor: -3%

Results for S=C(NCc1cccnc1)NCc1cccnc1 ?
KCNH2 WT inh: -7; CXXC DNA block: 31%; GALK inh: 0%; a7 integrin act: 11%; KCNH2 3.1 block: -1; A-T KAP1 phos: -1%; ASM inhibitor: 1%; TRPV1 ag: 2; MBNL1 CUG block: -9%; Coupling enz: 1

What do the screens show for `Cc1cc(NC(=S)Nc2ccc(C)c(Cl)c2)n[nH]1`?
KCNH2 WT inh: 4; CXXC DNA block: 5%; GALK inh: -4%; a7 integrin act: -7%; KCNH2 3.1 block: 2; A-T KAP1 phos: 2%; ASM inhibitor: -1%; TRPV1 ag: -5; MBNL1 CUG block: -3%; Coupling enz: -6

Results for Cc1oc2c(c(C)cc3oc(=O)c(CC(=O)NCCCN4CCCC4=O)c(C)c32)c1C ?
KCNH2 WT inh: -1; CXXC DNA block: -7%; a7 integrin act: 8%; KCNH2 3.1 block: 26; A-T KAP1 phos: 5%; ASM inhibitor: 152%[activator]; TRPV1 ag: 0; MBNL1 CUG block: 11%; Coupling enz: -1

What do the screens show for `C=CCNC(=O)c1c[nH]c2ccc(S(=O)(=O)N(C)c3ccc(OCC)cc3)cc2c1=O`?
KCNH2 WT inh: 5; CXXC DNA block: 8%; GALK inh: -2%; a7 integrin act: 4%; KCNH2 3.1 block: 12; A-T KAP1 phos: -5%; ASM inhibitor: -6%; TRPV1 ag: 0; MBNL1 CUG block: -1%; Coupling enz: 5

How did CC1(C)Cc2c(sc(NC(=O)c3ccc(S(=O)(=O)N4CCCC4)cc3)c2C#N)C(C)(C)N1 do in these assays?
KCNH2 WT inh: -11; CXXC DNA block: 8%; GALK inh: 3%; a7 integrin act: inconclusive; A-T KAP1 phos: 5%; ASM inhibitor: 0%; TRPV1 ag: 2; MBNL1 CUG block: 3%

How did CCCn1c(O)c(N=NC(=O)CNC(=O)c2ccncc2)c2ccccc21 do in these assays?
KCNH2 WT inh: -1; CXXC DNA block: 1%; GALK inh: 3%; a7 integrin act: -17%; KCNH2 3.1 block: -1; A-T KAP1 phos: 1%; ASM inhibitor: -3%; TRPV1 ag: 2; MBNL1 CUG block: inconclusive

How did CCCCN(Cc1cccs1)S(=O)(=O)c1ccc(-c2ccc(=O)[nH]n2)s1 do in these assays?
KCNH2 WT inh: 3; CXXC DNA block: -6%; GALK inh: 5%; a7 integrin act: -21%; KCNH2 3.1 block: 11; A-T KAP1 phos: 3%; ASM inhibitor: -8%; TRPV1 ag: 29; MBNL1 CUG block: 13%; Coupling enz: 0

How did CCc1nc2ccccc2c(=O)n1NC(=O)c1c(O)c2ccccc2n(CC)c1=O do in these assays?
KCNH2 WT inh: -5; CXXC DNA block: -9%; GALK inh: -1%; a7 integrin act: 13%; KCNH2 3.1 block: 0; A-T KAP1 phos: -4%; ASM inhibitor: -11%; TRPV1 ag: 1; MBNL1 CUG block: 3%; Coupling enz: 0

What do the screens show for `CCN(C(=O)c1ccccc1Cl)c1ccccc1`?
KCNH2 WT inh: -18; CXXC DNA block: 10%; GALK inh: -3%; a7 integrin act: -18%; KCNH2 3.1 block: 10; A-T KAP1 phos: 2%; ASM inhibitor: 3%; TRPV1 ag: -4; MBNL1 CUG block: -8%; Coupling enz: -1

How did COc1ccc(Oc2nc3c(C)cccn3c(=O)c2/C=C(\C#N)C(N)=O)cc1 do in these assays?
KCNH2 WT inh: -3; CXXC DNA block: 15%; GALK inh: -4%; a7 integrin act: -6%; KCNH2 3.1 block: -14; A-T KAP1 phos: 2%; ASM inhibitor: 58%[activator]; Coupling enz: 2

Results for O=c1cc(-c2ccccc2O)nc(-c2ccccc2)[nH]1 ?
KCNH2 WT inh: 0; a7 integrin act: 8%; KCNH2 3.1 block: 3; ASM inhibitor: -3%
